ABCG2 inh – ABCG2 efflux pump inhibitors, primary screen, multiplex with ABCB1, IgMXP3 cells, flow cytometry | JC-1 efflux | AID 1325, 2008 | inhibition, % at 6.6 µM | 190,000 compounds, 0.1% hits;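 active = inhibition above 80%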;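 also: 0% = DMSO and 100% = nicardipine control wells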
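Test system: IgMXP3 (ABCG2) plus far-red-tagged CCRF-Adr (ABCB1) cells / Amount: 3 million cells/mL in well / Reagent: JC-1 transporter substrate / Timing: 10 min compound exposure, 25 °C / Signal: flow cytometry, 530 nm JC-1 signal / Read-out: percent efflux inhibition, scaled nicardipine 100% to DMSO 0% / Benchmarks: nicardipine as high control, DMSO as low control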
GSH bead fluor – compound fluorescence on glutathione beads, profiling panel, artefact control, biophysical, 488/530 nm, flow cytometry; fluorescence (KMESF) at 10 µM; 190,000 compounds, 0.25% hits; GSH beads flow cytometry, compound fluorescence 488/530 nm; hits give high values; AID 1776, 2009; in the data active = fluorescence above about 89;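 also: glutathione beads carrying GST-tagged Bcl family fusion proteins plus one bare bead set; values are compound well signal with DMSO vehicle wells as background; inactives centre near 16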
HRas wt GTP – modulators of GTP binding to HRas wildtype, primary screen, biochemical, bead-based flow cytometry, multiplex. GTPase HRas (Homo sapiens), P01112. GST-Ras wt beads, Bodipy-FL-GTP binding; actives lie on both sides. GTP binding activity, % at 10 µM. 190,000 compounds, 0.14% hits. AID 759, 2007;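 active = GTP binding activity at least 20% away from the 100% baseline, either lowered as inhibitor or raised as activator; inconclusive = flagged as likely green fluorescent, judged across all proteins in the well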;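 also: 0% = unlabeled GTP competition control and 100% = no-compound control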
Target sequence (P01112 whole entry, looked up): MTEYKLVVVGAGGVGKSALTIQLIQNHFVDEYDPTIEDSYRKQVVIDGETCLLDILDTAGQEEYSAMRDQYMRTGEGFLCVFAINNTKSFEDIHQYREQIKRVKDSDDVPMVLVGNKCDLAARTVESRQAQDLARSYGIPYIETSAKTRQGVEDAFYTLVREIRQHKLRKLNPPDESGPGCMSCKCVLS
Pf gamet viab – late stage P. falciparum gametocyte viability inhibitors, primary screen, ATP luminescence, HTS; inhibition, % at 10.9 µM; 150,000 compounds, 0.065% hits; P. falciparum stage V gametocytes, 24 h;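 active = inhibition above the mean plus 3 SD of compounds within the control limits, set per campaign, cut at about 38% in these data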;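 also: 0% = DMSO wells and 100% = medium only without gametocytes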
Rab2A wt mod – modulators of GTP binding to Rab2A wildtype, primary screen, biochemical, dog, bead-based flow cytometry, multiplex; Ras-related protein Rab-2A (Canis lupus familiaris), P61105; GST-Rab2 wt beads, Bodipy-GTP binding; GTP binding activity, % at 10 µM; 190,000 compounds, 0.19% hits;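 active = GTP binding activity at least 20 points away from 100%, either lowered or raised; inconclusive = signal likely due to the compound's own green fluorescence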;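 also: 0% = beads with excess unlabeled GTP and 100% = no-compound control corrected for plate trend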
Avidin bead fluor – green autofluorescence of compounds with avidin beads – biophysical, 488/530 nm, flow cytometry, artefact control, profiling panel | 220,000 compounds, 0.38% hits | compound fluorescence 488/530 nm; hits give high values | fluorescence (KMESF) at 10 µM | AID 1775, 2009; in the data active = fluorescence above about 47; also: inactives centre near 10
ABCB1 block – ABCB1 efflux pump inhibitors, primary screen, cell-based, multiplex, flow cytometry, ABCG2 counter-screen; CCRF-Adr cells, JC-1 efflux; ATP-dependent translocase ABCB1 (Homo sapiens), P08183; AID 1326, 2008; inhibition, % at 6.6 µM; 190,000 compounds, 0.067% hits; in the data active = inhibition above about 40%;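 also: 0% = vehicle and 100% = reference inhibitor; higher value means more JC-1 retained so stronger ABCB1 efflux block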
Rac1 mut GTP – GTP binding modulators of activated mutant Rac1, primary screen, biochemical, bead-based flow cytometry, multiplex, fluorescent GTP. 190,000 compounds, 0.11% hits. percent activity (GTP binding), % at 10 µM. GST-Rac1 activated beads; actives lie on both sides; 100% means binding = to untreated wells. Ras-related C3 botulinum toxin substrate 1 (Homo sapiens), P63000;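 active = GTP binding at least 20 percentage points away from the 100% baseline, in either direction, so actives lie on both sides; inconclusive = Compound likely fluorescent itself, or too few beads counted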
Cdc42 wt – modulators of GTP binding to wildtype Cdc42, primary screen, biochemical, multiplex bead flow cytometry, Bodipy-GTP | Cell division control protein 42 homolog (Homo sapiens), P60953 | GST-Cdc42 beads; actives lie on both sides | percent activity (GTP binding), % at 10 µM | 190,000 compounds, 0.2% hits | AID 761, 2007;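 active = percent activity GTP binding at least 20 points away from the 100% baseline, either down as inhibitor or up as activator; inconclusive = compound flagged as likely green fluorescent from well-wide comparison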;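 also: median bead fluorescence of bound Bodipy-FL-GTP at 100 nM; 0% = excess unlabeled GTP control and 100% = no compound control; below 100% means less GTP binding so inhibitor and above means activator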
Target sequence (P60953 whole entry, looked up): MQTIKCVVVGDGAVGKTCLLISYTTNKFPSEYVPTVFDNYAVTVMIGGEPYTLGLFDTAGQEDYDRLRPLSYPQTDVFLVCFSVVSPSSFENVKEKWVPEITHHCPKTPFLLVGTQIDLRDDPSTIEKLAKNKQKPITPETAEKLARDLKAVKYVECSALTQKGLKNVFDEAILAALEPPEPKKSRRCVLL
Rac1 wt modul – wildtype Rac1 GTP binding modulators, primary screen, biochemical, GST-Rac1 beads, flow cytometry, multiplex. Ras-related C3 botulinum toxin substrate 1 (Homo sapiens), P63000. fluorescent GTP binding; actives lie on both sides; 0 = cold GTP competed, 100 = untreated. GTP binding activity (% of control), % at 10 µM. 190,000 compounds, 0.27% hits. AID 757, 2007;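 active = GTP binding activity at least 20 points away from the 100% control level, either lower or higher; inconclusive = compound flagged as likely green fluorescent, judged across all proteins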
Rab7 wt modul – modulators of GTP binding to Rab7, primary screen, biochemical, wildtype, multiplex bead flow cytometry; GST-Rab7 beads, fluorescent GTP binding; actives lie on both sides; untreated = 100%, excess cold GTP = 0%; GTP binding activity (percent of control), % at 10 µM; Rab7 GTPase wild type (dog), Bodipy-FL-GTP binding; 190,000 compounds, 0.055% hits;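 active = fluorescent GTP binding to Rab7 beads changed by at least 20 points from the 100% baseline, either direction, mostly lower; inconclusive = compound itself probably fluorescent, or too few beads counted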;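 also: median green fluorescence of bound Bodipy-FL-GTP per Rab7 bead population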
The depositor's hits bear a star; ? = inconclusive; / = no result given.

nr	molecule	ABCG2 inh	GSH bead fluor	HRas wt GTP	Pf gamet viab	Rab2A wt mod	Avidin bead fluor	ABCB1 block	Rac1 mut GTP	Cdc42 wt	Rac1 wt modul	Rab7 wt modul
1	COc1ccccc1N1C(=O)C(Cl)=C(Nc2ccccc2O)C1=O	10	11	97	-26	99	10	3.3	96	98	99	106
2	COc1cc(S(=O)(=O)N2CCN(C)CC2)ccc1Cl	2	27	105	4	114	4	0.4	101	110	103	100
3	O=C(NCc1ccccc1)c1cccc(S(=O)(=O)NCc2ccccc2)c1	8	10	103	-3	100	14	0.2	99	101	103	106
4	O=C(CCN1C(=O)/C(=C/c2ccccc2)SC1=S)NNC(=O)c1cccnc1	-4	9	96	-16	96	10	-0.6	97	102	99	94
5	CCCOc1ccc(Oc2cc(C)nc(SC)n2)nn1	3	16	?	8	?	11	0.7	?	?	?	?
6	CCSc1nnc(NC(=O)c2ccc3c(c2)OCO3)s1	5	31	101	/	99	9	0.0	98	101	100	99
7	CC(=O)N[C@@H](Cc1c[nH]c2ccccc12)C(=O)OCC(=O)NCc1ccc2c(c1)OCO2	0	28	94	20	95	22	0.1	98	94	95	95
8	COc1ccc(/C=C/C(=O)N2CCN(C)CC2)cc1S(=O)(=O)N1CCCCC1	1	13	99	-25	100	9	0.0	97	103	100	98
9	CCc1ccccc1NC(=O)N1CCC(NC(=O)C(Cc2ccc(OC)c(OC)c2)NC(C)=O)CC1 (stereo not drawn)	4	13	95	12	91	36	0.8	93	93	92	92
10	O=C1c2ccccc2NC(c2cccc(O)c2)N1NS(=O)(=O)c1ccccc1 (stereo not drawn)	-1	72	94	20	95	9	-0.3	93	97	96	94

(further entries)
nr	molecule	ABCG2 inh	GSH bead fluor	HRas wt GTP	Pf gamet viab	Rab2A wt mod	Avidin bead fluor	ABCB1 block	Rac1 mut GTP	Cdc42 wt	Rac1 wt modul	Rab7 wt modul
11	CNCc1nc2ccccc2[nH]1	0	20	102	12	101	11	0.2	98	99	100	106
12	N/C(CN1CCCC1=O)=N\OC(=O)c1ccccc1Cl	1	17	99	/	98	9	0.2	98	98	103	94
13	Cc1ccc(-n2c(SCC(=O)N3CCOCC3)nnc2-c2cccnc2)cc1	3	9	100	/	97	20	0.3	97	100	99	95
14	Cc1oc(-c2ccccc2)cc1C(=O)NC(Cc1c[nH]c2ccccc12)C(=O)O (stereo not drawn)	-1	7	91	/	89	15	0.0	90	93	93	92
15	N#CC1=C(N)SC(N)=C(C#N)C1c1cccc(O)c1	-1	15	96	/	95	28	-0.3	94	96	96	96
16	CCCCOc1ccc(/C=C/C(=O)Nc2ccc([N+](=O)[O-])cc2C)cc1	11	11	101	16	101	9	-0.2	102	109	106	101
17	CCOC(=O)N1CCN(CC(=O)Nc2sccc2C#N)CC1	2	20	93	/	96	15	0.7	95	95	93	98
18	O=C(OCCN1C(=O)c2cccc3c(N4CCOCC4)ccc(c23)C1=O)c1ccccc1Cl	-9	10	94	/	94	8	1.8	96	96	96	97
19	COc1cc(C2C(C#N)=C(N)Oc3c2oc(CO)cc3=O)ccc1OC(C)C (stereo not drawn)	3	8	99	-13	100	18	0.7	101	96	95	103
20	CCO/N=C(/C)c1c(O)c(C)c(-c2ccccc2)n(-c2ccccc2)c1=O	-1	51	102	/	100	7	-0.1	100	101	101	99

The results go on.
nr	molecule	ABCG2 inh	GSH bead fluor	HRas wt GTP	Pf gamet viab	Rab2A wt mod	Avidin bead fluor	ABCB1 block	Rac1 mut GTP	Cdc42 wt	Rac1 wt modul	Rab7 wt modul
21	Cc1nn(-c2ccccc2)c(Cl)c1C1C(C#N)=C(N)OC2=C1C(=O)CC(C)(C)C2 (stereo not drawn)	1	30	99	9	101	7	1.0	97	100	99	102
22	COc1ccc(N/C=C/c2nc(SC)nnc2C)cc1	4	16	69*	2	66*	11	3.1	81	67*	64*	90
23	COCn1c(-c2ccc(OC)c(OC)c2)nc2ccccc21	8	33	98	-22	99	8	0.1	100	100	100	96
24	CC(C)(C)NC(=O)C(c1ccc(O)cc1)N(C(=O)CCC(=O)Nc1nccs1)c1cccc(F)c1 (stereo not drawn)	0	14	98	/	100	9	0.2	96	97	98	103
25	Cc1ccc(NC(=O)NCc2ccc3c(c2)OCO3)cc1	43	29	103	/	104	12	3.0	100	103	105	107
26	Cc1ccc(-c2noc(CNc3ccccc3)n2)cc1	2	13	102	-4	101	6	-0.1	99	101	106	102
27	COc1cc(/C=C/C(=O)OCC(=O)NC(=O)NC(C)C)cc(S(=O)(=O)N2CCc3ccccc32)c1OC	10	15	98	10	95	8	7.8	94	95	95	96
28	Cc1cc(C(=O)CSc2nnc(-c3ccccc3)n2C)c(C)n1C	9	38	101	3	100	8	1.2	99	98	103	100
29	CSc1ccc(CNc2ccccc2)cc1	5	22	102	/	101	9	0.3	99	101	105	103
30	CC(C)CC1CC(C)(c2csc(NNC(=O)c3ccccc3)n2)OC1=O (stereo not drawn)	-5	12	98	14	97	9	-1.0	94	98	100	95

The list goes on.
nr	molecule	ABCG2 inh	GSH bead fluor	HRas wt GTP	Pf gamet viab	Rab2A wt mod	Avidin bead fluor	ABCB1 block	Rac1 mut GTP	Cdc42 wt	Rac1 wt modul	Rab7 wt modul
31	CCOc1ccc(C(=O)NC(=S)Nc2cccnc2)cc1[N+](=O)[O-]	2	6	91	-3	93	22	-0.1	91	95	91	91
32	NC(CC(=O)O)c1ccc(F)cc1 (stereo not drawn)	2	12	100	2	98	7	0.5	101	102	104	101
33	Cc1cc(Nc2cnc3ccccc3n2)n(-c2ccccc2)n1	3	6	101	1	100	11	0.7	101	100	102	99
34	Cc1cc(C)c2c(n1)nn1c(NCCN3CCOCC3)cc(C)nc21	11	29	104	21	101	10	0.3	100	103	101	101
35	COc1ccc(N2CCN(C(=O)c3cn(C4CCCC4)c(=O)c4c3c3ccccc3n4C)CC2)cc1	2	38	102	/	103	4	1.9	101	105	107	100
36	O=c1cc(O)c2sc3nc(-c4cccnc4)cc(C(F)(F)F)c3c2[nH]1	-6	11	94	0	95	11	-1.5	95	96	94	94
37	COc1ccc(C)cc1NC(=O)c1ccc2c(c1)OCO2	3	33	101	-17	100	8	0.2	98	103	104	101
38	O=C(c1ccc(COc2ccccc2Br)cc1)N1CCCCC1	6	21	104	-16	103	13	0.6	102	105	103	103
39	COc1ccc(C(=O)NC2(C(F)(F)F)NC(=O)N(CCCc3ccccc3)C2=O)c(OC)c1OC (stereo not drawn)	29	11	95	-25	94	12	1.9	92	98	96	95
40	COc1ccc(C2(C(N)=O)CCCCC2)cc1OC	2	15	103	/	101	9	0.4	99	102	101	102
41	COc1ccc(/C=N/NC(=O)c2cc(C34CC5CC(CC(C5)C3)C4)[nH]n2)cc1O	-1	16	97	5	97	9	-0.4	97	97	104	99
42	CCN(CC)C(=O)c1cn(-c2ccccc2)nc1-c1ccc2c(c1)OCCO2	17	17	95	-3	92	10	1.3	95	96	101	102
43	CCOc1ccccc1-n1c(SCC(=O)N2CCCC2)nnc1-c1ccoc1C	3	55	96	8	94	9	0.4	94	97	96	98

An excerpt from above in order of number of heavy atoms, low to high:
nr	molecule	ABCG2 inh	GSH bead fluor	HRas wt GTP	Pf gamet viab	Rab2A wt mod	Avidin bead fluor	ABCB1 block	Rac1 mut GTP	Cdc42 wt	Rac1 wt modul	Rab7 wt modul
32	NC(CC(=O)O)c1ccc(F)cc1 (stereo not drawn)	2	12	100	2	98	7	0.5	101	102	104	101
34	Cc1cc(C)c2c(n1)nn1c(NCCN3CCOCC3)cc(C)nc21	11	29	104	21	101	10	0.3	100	103	101	101
41	COc1ccc(/C=N/NC(=O)c2cc(C34CC5CC(CC(C5)C3)C4)[nH]n2)cc1O	-1	16	97	5	97	9	-0.4	97	97	104	99
39	COc1ccc(C(=O)NC2(C(F)(F)F)NC(=O)N(CCCc3ccccc3)C2=O)c(OC)c1OC (stereo not drawn)	29	11	95	-25	94	12	1.9	92	98	96	95

Screens: PubChem, several laboratories

The order is random. Share with any hit: about 1.1%.
